# PLCg1 inh = PLC-gamma1 (human) inhibition, primary screen. P19174. purified PLC-gamma1, fluorogenic substrate, fluorescence. inhibition, % at 12.2 µM. 370,000 compounds, 0.84% hits. AID 720700; in the data active means inhibition above about 9.5%
# NR1D1 modulator = modulates human Rev-erb alpha binding to DNA. P20393. Rev-erbα–FITC-DNA binding, fluorescence polarization, 90 min. activity, % at 10 µM. 370,000 compounds, 0.79% hits. AID 1259318;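 active means activity above about 14%, limit read from the data; passing the limit was not always enough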;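 further: 0% = DMSO wells with 35 nM protein and 100% = DMSO wells with 750 nM protein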
# hcDAF-12 act = H. contortus DAF-12 activation, primary screen; 370,000 compounds, 1.4% hits; AID 652067; activation, % at 6.8 µM; HEK293 hcDAF-12 lit1-tk-luc reporter, luminescence; 0% DMSO, 100% Δ7-dafachronic acid;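 active means activation above the mean of all tested compounds plus 3 SD, cut at about 5.5% in these data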;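 further: 100% = response to 3 µM Δ7-dafachronic acid high control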
# DAX1 inh-1 = blocks DAX1 repression of SF-1 activated StAR promoter; HEK293T StAR-luciferase reporter, SF-1/DAX-1 repression relief; inhibition, % at 6.8 µM; 370,000 compounds, 1.1% hits; AID 652010;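 active means inhibition above the mean over all tested compounds plus 3 SD, cut at about 3.6% in these data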;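 further: 0% = DAX-1 cells with DMSO and 100% = cells lacking DAX-1 with DMSO; higher inhibition means more luminescence from relief of DAX-1 repression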
# SMARCA2 act = increases SMARCA2 function in MMTV reporter cells; MG213 cells, MMTV-luciferase reporter, dexamethasone, overnight; activation, % at 9.1 µM; 370,000 compounds, 1% hits; AID 652017; in the data active means activation above about 7.8%;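 further: 0% = vehicle wells and 100% = reference activator wells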
# ssDAF-12 act = activates DAF-12 receptor from parasite S. stercoralis | 370,000 compounds, 1% hits | activation, % at 6.8 µM | HEK293 ssDAF-12/GRIP1 lit1-tk-luc reporter, luminescence; % of 3 µM dafachronic acid response | AID 652126;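 active means activation above the mean over all tested compounds plus 3 SD, cut at about 0.9% in these data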;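 further: 0% = DMSO-only wells and 100% = 3 µM delta7-dafachronic acid wells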
# MBD2 inh = MBD2-methylated oligo binding inhibition; 370,000 compounds, 0.31% hits; inhibition, % at 4.4 µM; TR-FRET, MBD2 binding to methylated oligonucleotide; Q9UBB5; in the data active means inhibition above about 13%
# Target sequence (Q9UBB5 whole entry, looked up): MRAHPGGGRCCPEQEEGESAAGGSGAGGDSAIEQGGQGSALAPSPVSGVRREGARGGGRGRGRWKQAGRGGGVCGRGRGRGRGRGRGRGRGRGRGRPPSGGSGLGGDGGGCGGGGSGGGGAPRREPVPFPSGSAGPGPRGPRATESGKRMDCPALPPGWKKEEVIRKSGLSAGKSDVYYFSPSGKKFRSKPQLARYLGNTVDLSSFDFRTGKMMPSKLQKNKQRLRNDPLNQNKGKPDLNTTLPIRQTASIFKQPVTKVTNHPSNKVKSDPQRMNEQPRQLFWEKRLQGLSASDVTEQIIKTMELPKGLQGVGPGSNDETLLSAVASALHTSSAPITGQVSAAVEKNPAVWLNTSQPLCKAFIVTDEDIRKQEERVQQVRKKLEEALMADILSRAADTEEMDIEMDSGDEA
# DAX1 inh-2 = inhibits human nuclear receptor DAX1. P51843. HEK293 Gal4-DAX1 luciferase reporter, luminescence. inhibition, % at 6.75 µM. 340,000 compounds, 0.99% hits. AID 504766;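 active means inhibition above the mean over all tested compounds plus 3 SD, cut at about 4.2% in these data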;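 further: 0% = DAX1-transfected cells with DMSO and 100% = empty-vector control cells with DMSO; inhibition shows as a rise in luminescence from relieved DAX1 repression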
# PLCb3 inh = blocks human PLC-beta3 enzyme activity. Q01970. Purified PLC-beta3, fluorogenic substrate, fluorescence. inhibition, % at 12.2 µM. 370,000 compounds, 0.18% hits. AID 720704; in the data active means inhibition above about 11%;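 further: 0% = median of compound wells on plate and 100% = full blocker control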
# hgDAF-12 ag = activates the H. glycines DAF-12 receptor ligand-binding domain | HEK293 GAL4-hgDAF12 UAS-luciferase reporter, agonist luminescence; normalized to butyrate control | activation, % at 6.8 µM | 370,000 compounds, 1.8% hits;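 active means activation above a cutoff set at the mean of all screened compounds plus 3 SD, cut at about 10% in these data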;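 further: 0% = DMSO wells and 100% = sodium butyrate wells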
# ADAM17 inh = inhibitors of human ADAM17; P78536; recombinant ADAM17, EDANS/DABCYL FRET peptide cleavage; inhibition, % at 6.95 µM; 370,000 compounds, 0.83% hits; AID 720648;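 active means inhibition above the mean of compounds lying between control limits plus 3 SD, set per campaign, cut at about 8.5% in these data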;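 further: 0% = DMSO-only wells as the low control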
# Target sequence (P78536 215-824 limits assumed): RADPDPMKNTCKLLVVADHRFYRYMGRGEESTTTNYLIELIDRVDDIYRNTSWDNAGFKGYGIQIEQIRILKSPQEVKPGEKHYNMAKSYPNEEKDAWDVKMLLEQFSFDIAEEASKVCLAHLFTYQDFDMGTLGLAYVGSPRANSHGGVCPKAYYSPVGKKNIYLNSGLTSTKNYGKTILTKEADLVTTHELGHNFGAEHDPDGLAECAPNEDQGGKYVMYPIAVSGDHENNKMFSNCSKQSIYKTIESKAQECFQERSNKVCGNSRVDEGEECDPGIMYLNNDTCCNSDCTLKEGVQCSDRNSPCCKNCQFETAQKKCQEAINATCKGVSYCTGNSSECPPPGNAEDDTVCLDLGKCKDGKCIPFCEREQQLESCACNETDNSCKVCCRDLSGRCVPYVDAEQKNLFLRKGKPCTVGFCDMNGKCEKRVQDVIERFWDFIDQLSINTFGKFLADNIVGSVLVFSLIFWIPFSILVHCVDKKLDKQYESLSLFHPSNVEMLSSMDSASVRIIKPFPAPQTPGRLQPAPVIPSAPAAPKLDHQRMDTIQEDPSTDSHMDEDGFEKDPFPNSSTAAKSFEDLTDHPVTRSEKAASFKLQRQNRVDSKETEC
# * = called active by the depositor; i = inactive; nt = no result given. Compounds were not picked by outcome, and some 7.4% of all compounds hit somewhere here.
1	COc1ccc(OC)c(C=Cc2ccc([N+](=O)[O-])cc2)c1
2	CC(=O)N(CC(=O)Nc1sc(C)c(C)c1C(N)=O)Cc1ccccc1
3	CCN1CCc2nc3ccccc3c(C(=O)Nc3ccc(F)cc3)c2C1
4	Cc1cc(OCC[N+]2(C)CCCCC2)nc2ccccc12
5	O=C(c1cccc(C(=O)N2CCN(c3ncccn3)CC2)c1)N1CCN(c2ncccn2)CC1
6	O=C1Cc2ccccc2Sc2ccc(Cl)cc21
7	COc1ccc(C(=O)c2ccc([N+](=O)[O-])cc2)cc1S(=O)(=O)N1CCC(C(=O)O)CC1
8	Cc1cc(N2CCN(C)CC2)nc2ccc(NC(=S)N3CCC4(CC3)OCCO4)cc12
9	CSc1cccc(NC(=S)N(CCC(C)C)C2CCN(C(C)C)CC2)c1
10	CC(=O)Nc1cccc(-c2csc(NCc3ccccc3)n2)c1
assay / entry	1	2	3	4	5	6	7	8	9	10
PLCg1 inh	-194	-1	-8	1	1	-9	0	-84	1	0
NR1D1 modulator	12	-1	-3	-3	2	16*	3	-3	-3	-4
hcDAF-12 act	1.1	-2.3	1.0	-1.5	-1.0	0.0	-1.9	2.4	0.6	0.0
DAX1 inh-1	-1.8	-0.1	0.1	-0.3	-0.3	0.3	0.1	-0.3	-0.5	0.0
SMARCA2 act	-5	-3	-1	-1	2	1	-2	-3	-4	2
ssDAF-12 act	-1.5	-1.9	-0.2	-0.9	-1.1	-0.8	-1.3	-1.1	-1.1	-1.2
MBD2 inh	2	0	3	-4	2	-3	3	6	2	-1
DAX1 inh-2	0.1	1.5	-0.5	-0.2	-0.8	-0.2	0.2	3.1	-0.4	2.7
PLCb3 inh	-268	-3	-25	3	0	-11	-8	-130	-6	0
hgDAF-12 ag	1.2	-1.3	-1.5	0.3	-2.2	-1.9	2.5	-1.7	-0.4	-0.1
ADAM17 inh	-2	-4	-6	-3	-2	-1	-3	-86	-5	4

11	COc1ccc(C(C(=O)c2ccccc2)c2ccccc2)cc1 (stereo unspecified)
12	Cc1ccc(-c2cc(-c3nnc(SCC(=O)NCC(C)C)n3N)c3ccccc3n2)cc1
13	O=C(CCC(=O)OCC(=O)c1ccc(-c2ccccc2)cc1)Nc1cccc(Cl)c1
14	O=C(Nc1ccccc1C(=O)N1CCOCC1)C1COc2ccccc2O1 (stereo unspecified)
15	O=C(O)c1cc2c(cc1Br)OCCCO2
16	CCc1cc(=O)oc2cc(OCc3ccc(C(=O)O)o3)ccc12
17	CCCCC(=O)NC(=S)Nc1cccc(NC(=O)CC)c1
18	COc1cc(CNc2cccc(C(=O)O)c2)cc(Br)c1OCC(=O)NC(C)(C)C
19	O=C1CC(Cc2ccccc2)C(=O)N1c1ccccn1 (stereo unspecified)
20	Cc1cc(NC(=O)CCC(=O)N(Cc2ccco2)C(C(=O)NC2CCCCC2)c2ccccc2)no1 (stereo unspecified)
assay / entry	11	12	13	14	15	16	17	18	19	20
PLCg1 inh	-2	-18	-1	2	-1	-12	-1	-26	-1	-1
NR1D1 modulator	-1	2	5	-2	-2	-2	7	-1	3	0
hcDAF-12 act	2.0	1.6	-0.1	-0.3	-1.6	-1.2	-1.4	-2.7	-1.6	-2.0
DAX1 inh-1	-1.4	0.1	-0.1	0.0	0.4	-0.1	0.3	1.3	0.5	-0.1
SMARCA2 act	-1	0	-2	-1	-4	6	-3	0	-6	0
ssDAF-12 act	-1.4	-1.0	-1.6	-1.3	-0.9	-1.0	-1.0	-0.9	-1.1	-1.7
MBD2 inh	-2	-4	-4	5	2	-3	4	1	0	2
DAX1 inh-2	nt	-0.6	-1.4	-1.8	-0.9	1.4	1.5	-0.8	-0.6	0.7
PLCb3 inh	0	-25	5	-1	2	-24	-1	-29	-7	-1
hgDAF-12 ag	1.5	-0.6	-2.3	2.9	-1.3	0.3	-0.1	0.4	-2.0	-2.2
ADAM17 inh	0	-47	0	-2	2	-45	-7	-27	-2	-6

21	Cc1ccn(CCC(=O)N2CCCC(N3CCN(c4ccccc4C)CC3)C2)n1 (stereo unspecified)
22	O=C(Nc1ccccc1Cl)c1ccc(S(=O)(=O)N2CCOCC2)cc1
23	Cc1cccc(NC(=O)c2c(O)c3ccccc3[nH]c2=O)c1
24	COC(=O)C(C(=O)OC)C(C(=O)OC)C(C(=O)OC)C(=O)OC
25	O=C(/C=C\c1ccco1)Nc1cc([N+](=O)[O-])ccc1F
26	COCCN(C(=O)COC(=O)CSc1ccc(Cl)cc1)c1c(N)n(CC(C)C)c(=O)[nH]c1=O
27	Cc1ccc(C(=O)N2CCCC(c3ccc(Cl)cc3)=N2)cc1
28	Cc1ccc(CN2CCN(C(=O)CCC(=O)Nc3nnc(C(C)C)s3)CC2)c(C)c1
29	Cc1ccccc1CCNC(=O)C1CCC(=O)N(Cc2ccc(Cl)cc2)C1 (stereo unspecified)
30	CCc1nc(SCC(=O)Nc2cc(C)ccc2OC)c2c(C)c(C)sc2n1
assay / entry	21	22	23	24	25	26	27	28	29	30
PLCg1 inh	0	1	-2	1	0	1	-1	1	1	1
NR1D1 modulator	-1	3	-1	-2	5	7	6	2	4	18*
hcDAF-12 act	-1.4	0.9	0.2	-2.7	3.2	0.7	0.1	-1.7	-0.5	-0.1
DAX1 inh-1	-0.3	0.2	0.5	-0.3	1.2	0.2	-1.0	-3.4	-1.3	-0.4
SMARCA2 act	-1	-2	-2	3	4	2	-4	-2	-4	-1
ssDAF-12 act	-0.9	-0.5	-0.8	-0.7	0.1	-0.7	-1.3	-1.7	-0.8	-1.1
MBD2 inh	4	1	0	0	-1	2	-1	-2	1	7
DAX1 inh-2	1.1	-0.2	0.2	0.2	1.7	0.5	-0.3	-0.7	-0.6	-1.0
PLCb3 inh	1	3	-11	4	4	1	-5	-4	-8	-14
hgDAF-12 ag	-3.0	0.0	2.6	2.3	-3.2	-2.5	-1.6	-3.0	-1.8	-2.1
ADAM17 inh	1	-2	-3	-2	1	-2	1	-4	-2	-3

# A second format for some results above:
(22) O=C(Nc1ccccc1Cl)c1ccc(S(=O)(=O)N2CCOCC2)cc1
  PLCg1 inh = 1	NR1D1 modulator = 3	hcDAF-12 act = 0.9	DAX1 inh-1 = 0.2	SMARCA2 act = -2	ssDAF-12 act = -0.5	MBD2 inh = 1	DAX1 inh-2 = -0.2	PLCb3 inh = 3	hgDAF-12 ag = 0.0	ADAM17 inh = -2
(23) Cc1cccc(NC(=O)c2c(O)c3ccccc3[nH]c2=O)c1
  PLCg1 inh = -2	NR1D1 modulator = -1	hcDAF-12 act = 0.2	DAX1 inh-1 = 0.5	SMARCA2 act = -2	ssDAF-12 act = -0.8	MBD2 inh = 0	DAX1 inh-2 = 0.2	PLCb3 inh = -11	hgDAF-12 ag = 2.6	ADAM17 inh = -3

# Later entries.
31	CNc1ccccc1C(=O)OCC(=O)N(CCOC)c1c(N)n(CC(C)C)c(=O)[nH]c1=O
32	O=C(Cc1ccccc1)Nc1nnc(SCC(=O)NC2CCCC2)s1
33	O=C(CSc1nnc(COc2ccc(Cl)cc2)n1Cc1ccco1)N1CCNC1=O
34	COc1ccccc1C(=O)Nc1nnc([C@H]2C[C@H](O)[C@@H](CO)O2)s1
35	O=C(O)c1cccc(NS(=O)(=O)c2cccc(C(=O)Nc3ccccc3[N+](=O)[O-])c2)c1
36	CCOc1ccc(CCNC(=O)COC(=O)C2CCN(c3ccc(C(F)(F)F)cn3)CC2)cc1OCC
37	NC(=O)c1ncn([C@@H]2O[C@H](CNCc3cnc(N4CCOCC4)s3)[C@@H](O)[C@H]2O)n1
38	COc1ccc(C(=O)NCCCSC)cc1OC1CCN(C(C)C)CC1
39	Cc1cc(C)nc(Oc2ccc(Br)cc2)n1
40	Cc1ccc(S(=O)(=O)N(C)C)cc1NC(=O)COC(=O)c1ccc(Cl)cc1
assay / entry	31	32	33	34	35	36	37	38	39	40
PLCg1 inh	i	3	-3	-2	0	-2	0	3	3	-1
NR1D1 modulator	-2	1	0	0	-2	5	-2	1	2	-4
hcDAF-12 act	-0.3	-0.7	-0.8	1.4	-1.0	-0.2	-1.1	-1.2	-1.1	-1.0
DAX1 inh-1	-0.7	0.8	0.1	0.8	0.1	-0.9	0.6	0.3	0.8	-0.7
SMARCA2 act	0	-1	0	-6	-1	4	0	-1	4	-1
ssDAF-12 act	-1.4	-0.9	-0.7	-0.8	-1.2	-1.0	0.4	-0.9	-0.8	-1.3
MBD2 inh	1	9	1	6	6	1	-2	0	1	-3
DAX1 inh-2	-0.1	0.8	1.7	nt	2.0	0.5	0.1	-1.0	0.2	0.0
PLCb3 inh	i	-5	-2	-3	-9	0	-1	-4	-5	-3
hgDAF-12 ag	-1.2	2.2	-1.3	4.5	1.6	-1.4	0.7	0.1	-1.3	2.4
ADAM17 inh	-411	-6	-1	-1	-4	-1	-2	-7	5	-3

41	CCN(CC)CCN(C(=O)/C=C/c1cccs1)c1nc2ccc(OC)cc2s1
42	Cc1ccc(CN2CCNC2=O)cc1
43	COC(=O)C(NC(=O)CCc1c(C)nc2c(c(C)nn2-c2ccccc2)c1C)C(C)C (stereo unspecified)
44	CCOC(=O)c1cccc(NC(=O)C2CCN(S(=O)(=O)c3cnc[nH]3)CC2)c1
45	COc1ccc(NC(=O)CN2C(=O)NC3(CCCCC3C)C2=O)cc1OC (stereo unspecified)
46	CC1(C)NC(=O)N(CC(O)COc2ccccc2C(=O)N2CCCCC2)C1=O (stereo unspecified)
47	CN1C(C(=O)NCc2cccs2)=CC(c2ccc(F)cc2)=NS1(=O)=O
48	O=C(Nc1ccc(NC(=O)c2ccccc2O)cc1)Nc1ccc(F)cc1F
49	Cc1cc(C)c(C(=O)COC(=O)c2cc([N+](=O)[O-])ccc2N2CCOCC2)cc1C
50	CC(=O)Oc1ccc(-c2csc(Nc3cccnc3)n2)cc1
51	CCOC(=O)N1CCC(NC(=O)CC(NS(=O)(=O)c2ccc(C)cc2)c2ccco2)CC1 (stereo unspecified)
52	O=C(O)c1cccc(N2C(=O)C3C4C=CC(C4=C(c4ccccc4)c4ccccc4)C3C2=O)c1 (stereo unspecified)
53	COc1ccc(-c2[nH]ncc2C=O)cc1
assay / entry	41	42	43	44	45	46	47	48	49	50	51	52	53
PLCg1 inh	0	0	-17	0	0	-2	-4	-3	-1	1	6	-2	1
NR1D1 modulator	5	1	3	0	-5	-1	1	-2	0	-5	3	5	-1
hcDAF-12 act	0.6	-0.8	-1.2	-0.6	-0.2	0.0	-1.1	-0.6	0.5	-0.1	-0.3	-0.6	3.8
DAX1 inh-1	-0.6	0.0	-0.5	0.4	-0.2	-1.1	0.0	0.1	-0.8	-0.3	-0.1	0.1	-0.6
SMARCA2 act	-2	0	-2	0	-1	0	0	-6	-2	2	0	1	-1
ssDAF-12 act	-1.2	-0.7	-1.3	-0.7	-1.1	-0.9	-1.3	1.6*	-1.2	-1.5	-0.9	-1.8	-0.7
MBD2 inh	3	-4	-1	3	-3	-1	-3	6	4	0	-4	-1	1
DAX1 inh-2	1.5	0.0	-0.4	-0.8	0.1	-0.4	0.0	0.0	0.1	-0.8	-0.4	nt	0.4
PLCb3 inh	-8	3	-24	2	-4	-2	-9	-9	-8	2	-2	0	-11
hgDAF-12 ag	0.1	-1.8	2.6	9.7	-0.6	-1.2	-0.4	-0.4	-0.2	-2.3	-1.0	-0.5	-0.9
ADAM17 inh	-3	3	-22	-1	-5	-3	-2	-29	-4	0	2	2	-1

# Screening data (PubChem)
